Bioassay records from PubChem BioAssay.
Wnt act: Wnt/beta-catenin pathway activators, primary screen, cell-based, plate reader, single point; Wnt/beta-catenin reporter cell assay, activator; activation, % at 9.35 µM; 300,000 tested, 1.2% active; in the data active = activation above about 30%, passing the limit was not always enough;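 also: 0% = neutral control wells and 100% = positive control wells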
dFosB act: activators of delta FosB homodimer, primary screen, biochemical, fluorescence polarization, TAMRA-CDK5 oligo, single point | Protein FosB (Mus musculus), P13346 | purified delta FosB; percent of positive-control signal above neutral wells | activation, % at 25 µM | 340,000 tested, 0.99% active | AID 493131, 2011;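 active = mean activation above about 17%, with every replicate also reaching it, limit read from the data, passing the limit was not always enough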;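 also: fluorescence polarization rise as delta FosB binds a TAMRA Cdk5 AP-1 oligo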
PvdQ acylase: P. aeruginosa PvdQ acylase inhibitors, primary screen, biochemical, fluorescence, plate reader and imaging, single point; PvdQ acylase [Pseudomonas aeruginosa LESB58]; purified PvdQ acylase; inhibition, % at 10 µM; 340,000 tested, 0.063% active; AID 488965, 2010; in the data active = inhibition above about 30%, passing the limit was not always enough;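 also: 0% = vehicle neutral wells and 100% = reference inhibitor wells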
HTR5A ag ctr: HTR5A agonists in luminescence cell assay, primary screen, counter-screen for OPRM1-OPRD1 heterodimer agonist project, full-deck HTS | 5-hydroxytryptamine receptor 5A (Homo sapiens), P47898 | cell-based | activation, % at 9.3 µM | 340,000 tested, 0.61% active | AID 504692, 2011; in the data active = activation mostly above about 9.5%, no sharp cut-off; inactive = mostly below about 7.6%;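 also: 0% = cells with vehicle only and 100% = reference agonist; strong numbers were not always called active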
SR-BI DiI-HDL act: activators of SR-BI mediated DiI-HDL uptake, primary screen, ldlA[mSR-BI] CHO cells, DiI fluorescence | AID 504775, 2011 | 3 h; 100 = double the neutral-control signal | activation, % at 12.5 µM | 320,000 tested, 0.096% active;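 active = mean replicate activation of at least 60% and every replicate at or above 60%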;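 also: 0% = median plate neutral-control signal and 100% = twice that signal; values of inactives mirror those of a sister screen read the other way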
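Assay system: CHO ldlA[mSR-BI] cells, LDL receptor-null, SR-BI overexpressing; medium: Ham's F12 with 0.5% BSA, HEPES 25 mM, pH 7.4; also added: DiI-HDL 10 µg/mL; timing: 3 h uptake period with compound, 37 °C; signal: DiI fluorescence, bottom read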
SR-BI HDL uptake: inhibitors of SR-BI mediated HDL lipid uptake, primary screen, ldlA[mSR-BI] cells, fluorescence, single point; ldlA[mSR-BI] CHO cells, DiI-HDL uptake fluorescence, 3 h; inhibition, % at 12.5 µM; 320,000 tested, 0.96% active;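 active = mean replicate inhibition of at least 70% and a set share of replicates each scoring 70 or more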;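 also: 0% = median of neutral control wells and 100% = median of positive control wells; values of inactives mirror those of a sister screen read the other way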
cardiac RTF act: cardiac RTF calcium sensitivity activators, primary screen, biochemical, IANBD-TnC fluorescence, EC20 calcium | Troponin I, cardiac muscle (Homo sapiens) + Troponin T, cardiac muscle (Homo sapiens) + … | IANBD-labeled TnC RTF fluorescence at EC20 calcium; 0% EC20 calcium, 100% full calcium | activation, % at 7.2 µM | 340,000 tested, 0.24% active;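 active = activation above the mean over all tested compounds plus 3 SD, cut at about 30% in these data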;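 also: rise in fluorescence read as greater calcium sensitivity of cardiac thin filaments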
MITF act: activators of MITF-driven TRPM1 promoter reporter, primary screen, cell-based, SK-MEL-5, luciferase, single point. activation, % at 12.5 µM. SK-MEL-5 TRPM1-promoter luciferase, 24 h; % of positive control, neutral wells = 0. 300,000 tested, 0.75% active;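 active = mean activation of at least 80% with every replicate also reaching 80%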;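 also: 0% = neutral control wells and 100% = parthenolide positive control wells; values of inactives mirror those of a sister screen read the other way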
Rtt109 HAT inh: inhibitors of C. albicans Rtt109/Vps75 HAT, primary screen, biochemical, ThioGlo CoA-SH fluorescence, plate reader. inhibition, % at 34.9 µM. 330,000 tested, 0.16% active. AID 540336, 2011. purified Rtt109/Vps75, 4 h;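 active = inhibition of at least 50% in every replicate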
Target sequence (Q5AAJ8 whole entry, looked up): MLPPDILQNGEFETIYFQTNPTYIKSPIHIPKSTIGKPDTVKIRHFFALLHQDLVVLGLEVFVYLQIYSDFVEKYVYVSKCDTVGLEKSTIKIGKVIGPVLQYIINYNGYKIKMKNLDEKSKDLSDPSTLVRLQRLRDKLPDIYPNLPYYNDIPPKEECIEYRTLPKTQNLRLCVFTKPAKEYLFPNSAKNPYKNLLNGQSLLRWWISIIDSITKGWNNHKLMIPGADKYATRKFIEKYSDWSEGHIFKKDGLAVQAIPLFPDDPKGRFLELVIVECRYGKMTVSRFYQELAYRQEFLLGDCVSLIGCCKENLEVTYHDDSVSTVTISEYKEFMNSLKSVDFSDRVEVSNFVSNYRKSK
CDK5 p35 inh: inhibitors of human CDK5/p35 kinase, primary screen, biochemical, single concentration; Cyclin-dependent kinase 5 (Homo sapiens) + Cyclin-dependent kinase 5 activator 1 (Homo …; Recombinant CDK5/p35, ADP-Glo luminescence, 60 min; inhibition, % at 10 µM; 330,000 tested, 0.01% active; AID 488839, 2010;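 active = highest replicate inhibition of at least 50% and at least 75% of replicates reaching 50%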;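 also: plate controls were DMSO neutral control for no effect and GW8510 at 10 µM for full effect; many of its hits are not listed in these tables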
Target sequence (Q00535 whole entry, looked up): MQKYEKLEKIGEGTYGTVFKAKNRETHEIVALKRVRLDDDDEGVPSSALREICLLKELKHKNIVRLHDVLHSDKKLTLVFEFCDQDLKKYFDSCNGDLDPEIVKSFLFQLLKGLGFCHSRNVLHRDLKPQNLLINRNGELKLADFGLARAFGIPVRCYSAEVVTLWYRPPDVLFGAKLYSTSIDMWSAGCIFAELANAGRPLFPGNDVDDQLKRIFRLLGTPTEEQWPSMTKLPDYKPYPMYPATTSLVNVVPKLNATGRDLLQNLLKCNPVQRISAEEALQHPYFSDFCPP
Target sequence (Q15078 whole entry, looked up): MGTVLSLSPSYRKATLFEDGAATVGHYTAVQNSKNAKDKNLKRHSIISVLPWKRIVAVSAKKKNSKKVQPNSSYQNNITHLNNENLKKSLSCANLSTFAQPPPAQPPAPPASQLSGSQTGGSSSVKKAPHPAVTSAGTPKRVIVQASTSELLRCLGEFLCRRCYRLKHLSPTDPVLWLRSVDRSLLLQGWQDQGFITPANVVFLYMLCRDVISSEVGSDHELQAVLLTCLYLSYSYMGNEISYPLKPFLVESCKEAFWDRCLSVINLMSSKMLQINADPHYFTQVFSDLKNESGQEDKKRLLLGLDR
Starred values were filed as active, the others as inactive; nt = no result given; & = joins results of further samples.

SMILES	Wnt act	dFosB act	PvdQ acylase	HTR5A ag ctr	SR-BI DiI-HDL act	SR-BI HDL uptake	cardiac RTF act	MITF act	Rtt109 HAT inh	CDK5 p35 inh
CC(C)c1csc(CN2CCC(n3nccc3NC(=O)Cc3ccccc3)CC2)n1	-3	-3	-14	3	-4	4	-2	6	0	-5.5
CCC1Oc2ccc(C)cc2N(CC(=O)NCCCN2CCCC2)C1=O (stereo not given)	-1	4	-2	1	-3	3	-4	-6	0	-0.3
CN(C)/C=N/c1ncc(C(=O)c2ccc(Cl)cc2)s1	27	-1	-9	6	nt	nt	0	nt	-4	1.4
Cc1ccc(S(=O)(=O)N2CCCCC2)cc1NC(=O)CCNC(=O)c1ccc([N+](=O)[O-])cc1	-3	-1	-13	1	-22	22	-2	-6	2	1.3
O=C(/C=C/c1ccco1)NC(=S)Nc1nc(-c2ccc(Cl)cc2)cs1	2	-7	-18	3	16	-16	15	13	-2	-5.3
Cc1cc(C)c2nc(SCC(=O)Nc3ccc(S(=O)(=O)N4CCCC4)cc3)c(C)cc2c1	nt	2	-2	-3	-25	25	2	nt	8	-1.2
Cc1ccc(-c2nnn(CC(=O)N(CC(=O)NC3CCCC3)c3cnc4ccccc4c3)n2)o1	nt	-14	-6	-4	-11	11	4	-4	4	-3.7
Cc1cc(C)c(C)c(S(=O)(=O)N2CCCN(C)CC2)c1C	0	5	-3	-1	27	-27	-4	8	4	0.2
Cc1cccc(NC(=S)N2CCCN(c3ncccc3[N+](=O)[O-])CC2)c1	3	-1	7	4	-15	15	-1	7	19	-1.1
CC(C)(C)c1ccc(OCCC(=O)OCC(=O)Nc2ccc(N3CCOCC3)cc2)cc1	-4	-13	-10	-5	17	-17	-20	6	0	-0.8
O=C(CCNC(=O)c1ccc([N+](=O)[O-])cc1)N/N=C/c1ccc(F)cc1	-1	-8	-6	1	-22	22	-2	9	5	-3.5
Cc1nnc(NC(=O)C2CCN(S(=O)(=O)c3ccc(Cl)cc3)CC2)s1	-1	-8	9	2	23	-23	5	2	15	-0.8

The final three compounds of the part above lead into the next:
SMILES	Wnt act	dFosB act	PvdQ acylase	HTR5A ag ctr	SR-BI DiI-HDL act	SR-BI HDL uptake	cardiac RTF act	MITF act	Rtt109 HAT inh	CDK5 p35 inh
CC(C)(C)c1ccc(OCCC(=O)OCC(=O)Nc2ccc(N3CCOCC3)cc2)cc1	-4	-13	-10	-5	17	-17	-20	6	0	-0.8
O=C(CCNC(=O)c1ccc([N+](=O)[O-])cc1)N/N=C/c1ccc(F)cc1	-1	-8	-6	1	-22	22	-2	9	5	-3.5
Cc1nnc(NC(=O)C2CCN(S(=O)(=O)c3ccc(Cl)cc3)CC2)s1	-1	-8	9	2	23	-23	5	2	15	-0.8
CC(NC(=O)c1ccco1)C(c1cccs1)N1CCN(c2ccccc2F)CC1 (stereo not given)	-1	-9	3	-5	3	-3	-14	0	-5	-0.4
Cc1cccc(NC(=S)c2nc3ccccc3s2)c1	nt	2	-8	-10	12	-12	11	36	-2	0.8
Cc1cc(N2CCN(c3ccc(F)cc3)CC2)n2ncnc2n1	7	-1	-14	2	33	-33	10	nt	12	-2.5
CC(=O)Cn1cnc2c(cnn2-c2ccccc2)c1=O	0	-5	-4	1	12	-12	7	16	-7	2.7
CCNC(=O)O/N=C(\C)c1sc(-c2ccc(Cl)cc2)nc1C	8	-27	-3	-2	-15	15	-3	nt	-4	0.7
O=C(C1CCN(S(=O)(=O)c2ccc(Cl)s2)CC1)N1CCN(c2ccccc2)CC1	1	-11	-16	-2	-9	9	1	4	-1	0.5
Cc1ccc(CNS(=O)(=O)/C=C/c2ccc3c(c2)OCO3)cc1	4	-3	-5	-3	31	-31	1	-6	-11	1.0
CCOc1ccccc1C1CC(=O)NC2=C1C(=O)CC(C)(C)C2 (stereo not given)	nt	2	-15	6	34	-34	0	-2	6	-0.9
CN(C)c1ccc(CN2CCC(C(N)=O)CC2)cc1	-1	0	-12	6	6	-6	5	-1	-21	3.0
CCOC(=O)C1CCN(C(=O)CSc2cc(=O)n(CC)c3ccccc23)CC1	nt	-15	6	4	-16	16	0	-5	26	-0.2
COC(=O)[C@]1(Cc2ccccc2)N[C@H](CN(C)C(=O)Nc2ccc(F)cc2)[C@@H]2C(=O)N(C)C(=O)[C@@H]21	-1	4	1	-2	22	-22	-3	2	-6	8.7
COc1ccc(-c2cc(C(F)(F)F)n3nc(C(=O)N4CCN(C(=O)c5ccco5)CC4)cc3n2)cc1	-7	-10	-17	-1	-56	56	-1	-1	-5	-1.8
O=C(CC(CC(=O)c1ccc(Cl)cc1)c1ccccc1C(=O)O)c1ccc(Cl)cc1	0	-2	3	-2	0	0	-3	7	3	-0.6
O=C(c1ccc(S(=O)(=O)Nc2ccccc2)cc1)N1CCCC(C(F)(F)F)C1 (stereo not given)	-4	-10	7	8	-1	1	-5	-2	12	-0.9
O=C(COC(=O)c1ccc(NS(=O)(=O)c2ccc3c(c2)OCCO3)cc1)NC1CC1	0	0	2	-5	-7	7	2	3	6	1.1
CSc1ncc(Cl)c(C(=O)Nc2ccc(S(=O)(=O)Nc3nccc(C)n3)cc2)n1	0	-2	-7	0	7	-7	-4	1	-1	0.5
COc1ccccc1CNC(=O)CSc1nnc2c(Cl)cc(C(F)(F)F)cn12	-2	-1	-18	-2	nt	nt	-3	12	-9	1.1
CCN(C(=O)COC(=O)c1c(C)nn(-c2ccccc2)c1Cl)c1c(N)n(Cc2ccccc2)c(=O)[nH]c1=O	1	-2	-9	2	-26	26	-6	3	11	-0.1
CCCCn1[nH]c(-c2ccccc2)cc1=O	nt	5	10	-1	40	-40	-4	2	4	1.3
CCCCCOc1ccc(C(=O)NC(C(=O)O)C(C)C)cc1 (stereo not given)	-4	2	-8	7	-2	2	11	7	1	-2.8
CCOC(=O)c1ccc(Cn2cnc3ccccc3c2=O)cc1	3	-5	-9	2	-1	1	4	nt	-4	-0.3
CC(C)(C)c1ccc(-c2c(C(=O)O)c(C(=O)O)c3n2CSC3)cc1	0	-5	8	1	15	-15	-5	9	17	-1.8
CC(C)(CNCc1ccccc1)NS(=O)(=O)c1ccccc1	0	5	-20	0	23	-23	-2	4	0	-0.8
CSCC(=O)N1CCCC(CNC(=O)c2ccc(-c3ccccc3)cc2)C1 (stereo not given)	3	-6	-11	7	nt	nt	-3	9	-2	1.6
CCc1c(C)c2ccc(OCC(N)=O)cc2oc1=O	14	-3	-14	3	20	-20	-3	30	-3	0.1
CCOC(=O)c1ncn2c1[C@@H]1CCNC1C(=O)c1cc(OC)ccc1-2 (stereo not given in full)	-2	-2	3	1	-25	25	-3	-2	-2	0.0
Cc1nn(CC(C)C)c(=S)[nH]c1=O	nt	-1	-6	0	10	-10	-3	14	-8	-14
COc1cc(CN2CCN(S(=O)(=O)c3ccc(F)cc3)CC2)cc(OC)c1OC	-1	-13	-6	0	34	-34	5	3	-6	3.6
CC(C)C(=O)Nc1cccc(C(=O)NCc2ccc3c(c2)OCO3)c1	1	-5	-17	-1	-6	6	-3	0	-16	-4.9
O=c1cc(CN2CCN(Cc3ccccc3)CC2)c2cc(Cl)ccc2o1	-4	-1	-9	4	-4	4	0	10	-13	1.2
CCN1CCN(Cc2ccc(NC(=O)c3ccc(C)c(NC(=O)c4cccc5[nH]ccc45)c3)cc2C(F)(F)F)CC1	-6&-9	2	-5	4	-39	39	-1	-3	5	0.8
Cc1ccc(NS(=O)(=O)N(C)C)cc1	nt	-2	-2	-9	0	0	-3	-13	-19	0.9
O=C(Nc1ccccc1C(=O)NCc1ccc(Cl)cc1)c1ccco1	nt	-5	14	-2	-11	11	1	-3	4	-2.6
CCCn1c(SCC(=O)Nc2cc(Cl)ccc2OC)n[nH]c1=O	nt	-4	-5	-4	-17	17	15	8	-8	0.7
Cc1cc(C)c(C#N)c(N2CCCC(C(N)=O)C2)n1 (stereo not given)	nt	-6	-16	-2	19	-19	-3	6	6	0.2
O=[N+]([O-])c1nc2ccccc2[nH]1	2	-1	-3	-2	4	-4	0	7	0	-3.4
COC(=O)[C@H](CC(C)C)NC(=O)Cn1cnc2c(NCc3ccccc3)ncnc21	0	-6	-13	nt	-17	17	4	7	3	2.1
O=c1c2ccccc2nc(COc2ccccc2)n1/N=C/c1c[nH]c2ccccc12	1	5	-8	-2	29	-29	-18	10	-2	0.7
Cc1cc(C)cc(N=C2NC(=O)/C(=C/c3cccs3)S2)c1	5	-2	-1	0	-13	13	-6	-5	32	0.2
CCCNC(=O)C(Cc1ccc(C(F)(F)F)cc1)NC(=O)c1ccc(C#N)cc1 (stereo not given)	-3	-2	-1	12	9	-9	-2	nt	-7	-1.1
Cn1nnnc1SCc1nnc(-c2ccc(F)cc2)o1	nt	-4	-8	-3	2	-2	-4	16	2	-1.0
CCOC(=O)c1c(S(=O)(=O)Nc2ccc(F)cc2C)c(C)n(C)c1C	0	-12	-1	0	-34	34	-2	0	-5	-0.3

Part of the list above, field by field.
Cc1cc(C)cc(N=C2NC(=O)/C(=C/c3cccs3)S2)c1
  Wnt act: 5
  dFosB act: -2
  PvdQ acylase: -1
  HTR5A ag ctr: 0
  SR-BI DiI-HDL act: -13
  SR-BI HDL uptake: 13
  cardiac RTF act: -6
  MITF act: -5
  Rtt109 HAT inh: 32
  CDK5 p35 inh: 0.2

COC(=O)[C@H](CC(C)C)NC(=O)Cn1cnc2c(NCc3ccccc3)ncnc21
  Wnt act: 0
  dFosB act: -6
  PvdQ acylase: -13
  HTR5A ag ctr: nt
  SR-BI DiI-HDL act: -17
  SR-BI HDL uptake: 17
  cardiac RTF act: 4
  MITF act: 7
  Rtt109 HAT inh: 3
  CDK5 p35 inh: 2.1

Cn1nnnc1SCc1nnc(-c2ccc(F)cc2)o1
  Wnt act: nt
  dFosB act: -4
  PvdQ acylase: -8
  HTR5A ag ctr: -3
  SR-BI DiI-HDL act: 2
  SR-BI HDL uptake: -2
  cardiac RTF act: -4
  MITF act: 16
  Rtt109 HAT inh: 2
  CDK5 p35 inh: -1.0

CCOC(=O)c1c(S(=O)(=O)Nc2ccc(F)cc2C)c(C)n(C)c1C
  Wnt act: 0
  dFosB act: -12
  PvdQ acylase: -1
  HTR5A ag ctr: 0
  SR-BI DiI-HDL act: -34
  SR-BI HDL uptake: 34
  cardiac RTF act: -2
  MITF act: 0
  Rtt109 HAT inh: -5
  CDK5 p35 inh: -0.3
